Wee1 stabilizer – inhibitors of human Wee1 degradation; HeLa Luc-Wee1K328M stability, luciferase luminescence; 100% = proteasome inhibitor MG132 effect; reporter increase, % at 5 µM; 220,000 tested, 1.2% active; AID 1321;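 active means activation above the mean of all tested compounds plus 3 SD, set per screening run, cut at about 8.8% in these data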;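 further: cells exposed to compound for 20 h before luminescence read; 0% = DMSO alone and 100% = MG132 at 30 µM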
Target sequence (P30291 whole entry K328M): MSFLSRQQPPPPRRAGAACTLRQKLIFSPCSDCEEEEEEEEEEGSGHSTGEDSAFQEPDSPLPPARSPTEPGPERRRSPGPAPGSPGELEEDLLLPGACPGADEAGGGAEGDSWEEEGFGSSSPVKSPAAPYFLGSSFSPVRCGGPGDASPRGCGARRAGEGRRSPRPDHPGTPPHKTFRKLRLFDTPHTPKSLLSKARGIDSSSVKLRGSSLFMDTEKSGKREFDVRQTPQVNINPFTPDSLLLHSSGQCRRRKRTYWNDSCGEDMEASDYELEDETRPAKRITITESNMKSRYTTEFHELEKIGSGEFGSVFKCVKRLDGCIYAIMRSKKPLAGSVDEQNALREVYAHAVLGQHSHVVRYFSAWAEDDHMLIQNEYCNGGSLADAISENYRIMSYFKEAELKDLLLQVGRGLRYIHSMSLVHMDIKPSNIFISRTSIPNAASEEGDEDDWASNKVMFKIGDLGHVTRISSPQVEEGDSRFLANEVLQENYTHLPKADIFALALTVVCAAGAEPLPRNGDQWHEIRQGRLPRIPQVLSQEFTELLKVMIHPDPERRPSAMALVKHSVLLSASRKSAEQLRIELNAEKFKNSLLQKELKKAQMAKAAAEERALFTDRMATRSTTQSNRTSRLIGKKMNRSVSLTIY
Ba/F3 V617F tox – loss of viability in JAK2V617F-driven Ba/F3 cells. Ba/F3 EpoR-JAK2V617F viability, ATP luminescence. inhibition, % at 5.6 µM. 220,000 tested, 1.1% active. AID 1446;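 active means inhibition above the campaign mean plus 3 SD over all tested compounds, cut at about 24% in these data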;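 further: cytokine-independent growth of Ba/F3 cells driven by EpoR plus mutant JAK2; 0% = DMSO-treated cells and 100% = JAK inhibitor I control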
NPY-Y2 PAM-ag – human NPY-Y2 potentiation or agonism, primary screen. AID 1359. activation, % at 3.6 µM. 220,000 tested, 0.45% active. cells expressing NPY-Y2, potentiator/agonist read-out; in the data active means activation above about 27%;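 further: cells stimulated with NPY near EC25 plus isoproterenol at EC100; 0% = vehicle plus submaximal agonist and 100% = vehicle plus saturating agonist; some results beyond the cut were filed as inactive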
Target sequence (P49146 whole entry, looked up): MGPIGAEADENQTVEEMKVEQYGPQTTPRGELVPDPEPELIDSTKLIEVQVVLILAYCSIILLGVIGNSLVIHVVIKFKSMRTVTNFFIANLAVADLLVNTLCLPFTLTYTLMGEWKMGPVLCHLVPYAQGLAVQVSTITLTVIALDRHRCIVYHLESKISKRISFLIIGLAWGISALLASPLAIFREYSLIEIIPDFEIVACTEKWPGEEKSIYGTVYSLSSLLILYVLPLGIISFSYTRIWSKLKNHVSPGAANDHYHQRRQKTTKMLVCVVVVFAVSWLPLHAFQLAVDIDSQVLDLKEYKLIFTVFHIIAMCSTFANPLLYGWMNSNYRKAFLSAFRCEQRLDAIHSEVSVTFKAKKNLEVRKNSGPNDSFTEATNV
eIF4E 4G PPI – inhibitors of eIF4E and eIF4G interaction in translation initiation; P63073+Q04637; TR-FRET eIF4E-eIF4GI(517-606) binding, 2 h; inhibition, % at 21.7 µM; 220,000 tested, 0.37% active; AID 782;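 active means inhibition above about 30%, limit read from the data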;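 further: 0% = full FRET control wells and 100% = background wells lacking eIF4GI fragment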
BaF3 parental – parental Ba/F3 viability inhibition as JAK2V617F counter-screen | CellTiter-Glo ATP luminescence | inhibition, % at 5.6 µM | AID 1486 | 220,000 tested, 1.1% active;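 active means inhibition above a per-campaign cutoff, the mean inhibition of all tested compounds plus 3 SD, cut at about 27% in these data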;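 further: 0% = DMSO wells and 100% = JAK Inhibitor I control wells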
MDM2 E3 inh – Mdm2 E3 ligase (human) inhibition; Q00987; 210,000 tested, 0.11% active; cell-based MDM2 ubiquitination luciferase reporter, 2 h; 0 = plate control, 100 = twice control, blank-subtracted; signal enhancement, % at 5 µM;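 active means signal enhancement of 30% or more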;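 further: luminescence tracks abundance of the self-degrading MDM2-luciferase fusion protein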
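Assay system: stable mammalian line carrying autodegrading MDM2–luciferase fusion reporter; Input: 2000 cells in each well; Compound dosing: single-point 5 µM; Schedule: 2 h compound exposure at 37 °C; Signal: SteadyLite luciferase luminescence after 15 min room-temperature reagent incubation; Evaluation: % luminescence enhancement versus blank-corrected plate control mean; Benchmarks: plate controls and plate blanks.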
S1P4 agonist – agonists of human S1P4 receptor; O95977; S1P4-expressing cell line, agonist reporter assay; activation, % at 4.98 µM; 220,000 tested, 0.35% active; AID 1509; in the data active means activation above about 11%;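 further: 0% = DMSO vehicle and 100% = reference agonist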
PERK inhibitor – human PERK inhibition, primary cell-based screen. CHO PERK-DD fusion, SEAP luminescence translation reporter. Q9NZJ5. inhibition, % at 5.6 µM. 220,000 tested, 0.17% active. AID 1416;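 active means inhibition above the mean inhibition of all tested compounds plus 3 SD, set separately per screening campaign, cut at about 2.9% in these data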;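 further: PERK kinase domain activated by AP20187 dimerizer at 100 nM; 0% = DMSO with dimerizer and 100% = rapamycin at 8.4 µM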
S1P4 antagonist – human S1P4 receptor antagonism; O95977; S1P4-expressing cells, antagonist mode, reporter read-out; inhibition, % at 4.98 µM; 220,000 tested, 0.26% active; AID 1510; in the data active means inhibition above about 29%;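 further: 0% = wells stimulated with agonist and 100% = vehicle wells without agonist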
* hit, by the source's call; . = not tested or not shown; [ ] = dose if it differs, or a comment.

SMILES	Wee1 stabilizer	Ba/F3 V617F tox	NPY-Y2 PAM-ag	eIF4E 4G PPI	BaF3 parental	MDM2 E3 inh	S1P4 agonist	PERK inhibitor	S1P4 antagonist
Cc1c(-c2ccccc2)sc(N)c1C(=O)N1CCOCC1	-1	2	-15	28	7	-5	-0.9	-0.2	-6
COc1ccc(N2C(=O)CSC2c2cccc(F)c2)c(OC)c1 (centres undefined)	6	4	0	-5	2	-11	-0.8	-0.3	3
S=C(NCc1ccc(Cl)cc1)Nc1ccc(Cl)cc1Cl	-2	-3	13	4	3	-11	-0.2	1.0	-23
O=C(COc1ccc2oc(-c3ccccc3)cc(=O)c2c1)Nc1ccccc1	-1	-4	3	4[fluorescence artefact?]	1	-15	0.0	0.6	-12
Cc1nn(Cc2ccc(F)cc2)c(C)c1NC(=O)c1cccnc1Cl	2	-2	9	-1	1	-11	-1.8	0.7	-12
Cc1cccc(C(=O)OCC(=O)NC(C)CCc2ccccc2)c1 (centres undefined)	2	1	-10	-1	0	-1	2.3	-0.5	-21
O=C(O)CCN(Cc1ccccc1)S(=O)(=O)c1ccc(Cl)cc1F	-1	6	-15	-2	10	-6	-0.1	0.9	5
Cn1c(C(C#N)/C(=N\S(=O)(=O)c2cccs2)c2ccccc2)nc2ccccc21 (centres undefined)	-3	-1	1	8	4	-20	1.2	0.0	8
Cc1ccc(Cc2c(C)nc3c(C(=O)O)cnn3c2C)cc1	4	3	2	.	6	.	-2.2	0.4	-5
CCOC(=O)c1sc(NC(=O)CN(CC)CC)c(C(=O)OCC)c1C	1	-4	1	3	1	-12	-2.1	-0.4	8
O=C(OC(C(=O)NCc1ccc2c(c1)OCO2)c1ccccc1F)c1ccco1 (centres undefined)	-3	-4	-10	2	-1	-23	-1.7	0.2	-6
CCCC(=O)NCCc1cc2ccc(C)c(C)c2[nH]c1=O	2	1	-6	1	10	4	-0.1	0.2	-3
O=C(Nc1ccncc1)c1ccc2c(c1)C(=O)N(CC1CCCO1)C2=O (centres undefined)	-1	1	4	3	5	-13	-0.2	-0.2	-13
O=c1sc2ccccc2c(=O)n1Cc1ccccc1F	-1	2	7	7	3	-12	0.8	1.2	3
CCOc1ccc(N(CC(=O)NCc2ccco2)S(C)(=O)=O)cc1	2	3	9	1	6	-12	-1.7	0.4	19
COc1ccc(-c2nnn(CC(=O)NCc3ccc4c(c3)OCO4)n2)cc1OC	5	-1	-1	7	2	-10	-0.7	0.5	-9
O=C(NCC1CCCO1)Nc1ccc(Cl)cc1 (centres undefined)	2	1	2	4	5	2	-0.6	0.6	-8
COc1ccccc1NC(=O)CSc1nc(O)cc(=O)n1-c1ccccc1OC	0	-4	14	-2	3	-16	0.8	1.0	-17
CC1(C)Cc2c(C#N)c(OCC(=O)c3ccccc3)nc(-c3ccoc3)c2CO1	3	0	-13	2	3	-5	3.5	0.1	-6
COc1ccc(CCC(=O)N2CC(C)OC(C)C2)cc1 (centres undefined)	0	-3	-1	-4	0	0	-4.1	0.9	3
CC(C)(C)c1nc(SCC(=O)c2ccccc2)c2ccccc2n1	1	3	14	0	3	2	3.2	-1.4	-3
Cc1c(Cl)cccc1NC(=S)N1CCC(N(C)CC2CCCO2)CC1 (centres undefined)	-2	-3	-5	-2	3	12	0.1	0.6	3
CCc1ccc2nc(SCC(=O)N3CCCCC3)c(C#N)cc2c1	0	1	-13	-1[fluorescence artefact?]	5	6	-0.4	-0.4	-9
Nc1nc(NC(=O)CCC(=O)O)nn1-c1ccccc1	1	-2	-15	-3	-3	.	-1.5	1.6	1
O=C(NC1CCCC1)c1ccc(Cn2c(=O)[nH]c3ccsc3c2=O)cc1	-1	0	-11	-1	0	.	-0.3	0.5	-2
CCOC(=O)c1oc2nc(C(C)C)c3c(c2c1N)CC(C)(C)OC3	-2	-2	24	-2	-4	-25	-1.3	-0.5	17
CCCC(=O)c1ccc(N2CCOCC2)c(F)c1	1	3	-3	-1	8	5	0.4	-0.1	-4
CSc1ccccc1NC(=O)c1onc(C)c1Cl	-1	3	-27	-2	7	-9	-3.0	0.0	14
O=S(=O)(Nc1cccc2cn[nH]c12)c1ccc(F)cc1	1	1	5	-4	4	-9	0.8	1.3	-7
Cn1c(=O)[nH]c(=O)c2c1ncn2CCN1CCCCC1	-2	4	-4	1	7	20	0.5	1.7	5
Brc1ccc(C2C3=C(Nc4ncnn42)c2ccccc2OC3c2ccncc2)cc1 (centres undefined)	2	3	-8	1	9	-15	1.8	-1.3	-13
COc1cc(/C=N/NC(=S)NCC2CCCO2)cc(OC)c1OC (centres undefined)	-3	-3	-1	2	5	-4	0.0	-1.3	-2
CCn1c(CNC(=O)c2ccc(OC)cc2)nnc1SC	0	-1	13	-2[fluorescence artefact?]	8	-10	-0.7	0.9	-10
COc1ccc(OCC(=O)N/N=C(\C)c2cccs2)cc1	0	-1	-5	9	-1	-8	0.6	0.2	1
Cc1cc(O)cc2c1C(c1ccc(F)cc1)CC1(CC(C)(C)NC(=S)N1)O2 (centres undefined)	-3	-2	-3	6	11	8	1.3	-0.1	-11
COc1ccc(CNC(=O)COc2ccc(S(=O)(=O)NC(C)C)cc2)cc1	-2	4	-12	-3[fluorescence artefact?]	4	-9	2.2	-0.1	-19
CCCCN=Cc1c(C)[nH]n(-c2ccccc2)c1=S	3	0	2	2	5	-4	0.7	0.8	-6
CCC(C(=O)NCc1ccco1)N(C(=O)CNS(=O)(=O)c1ccccc1)C1CCCCC1 (centres undefined)	3	2	3	-4	5	-4	-0.1	-1.0	4
CCOc1ccc(NC(=O)c2cccc(-n3cnnn3)c2)cc1	6	1	-1	-7[fluorescence artefact?]	7	-10	0.0	0.6	-18
CCN(CC)c1ccc(/C=N/Nc2nn[nH]n2)cc1	2	5	-7	2	1	4	0.2	-0.8	-22
O=C(O)C1=C(C(=O)N2CCN(C(=O)c3ccco3)CC2)CCCC1	2	-1	1	-6	2	-1	1.3	0.3	-10
O=C(CN1CCN(S(=O)(=O)c2ccc(F)cc2)CC1)Nc1ccc2c(c1)OCO2	-1	8	-9	1	13	-34	-3.4	0.4	-3
CCCCCCCC[n+]1cccc(C(=O)N2c3c(nc(N)[nH]c3=O)NC(C)C2C)c1 (centres undefined)	1	-2	7	-2[fluorescence artefact?]	6	-5	0.3	1.1	-12
O=C(NNC(=O)C1CCCO1)c1ccc(Cl)cc1 (centres undefined)	1	-2	-10	-4	3	-7	1.4	0.9	-1
Cc1nnc2n(c1=O)C(CS(=O)(=O)c1ccc3ccccc3c1)CS2 (centres undefined)	9	7	-19	1	12	3	0.2	-0.8	-12
O=C(C[n+]1cccc2ccccc21)c1ccc([N+](=O)[O-])cc1	-1	3	-5	4	9	-11	0.9	0.1	5
COc1ccc(OC)c(CN2CCN(C(=O)c3cccc4ccccc34)CC2)c1	2	-2	4	9	4	-9	-2.2	0.0	6
CCCn1c(SCC(=O)NCCc2ccccc2)nnc1C(C)C	-3	-1	-18	4	3	-11	-0.1	-0.1	2
O=C(CNC(=O)c1cccs1)N/N=C/c1ccco1	-2	0	3	1	4	13	1.8	0.1	-27
CCOc1ccc(C(=O)NC2CCN(CC(=O)NCc3cccs3)CC2)cc1	0	-5	13	0	3	-5	-0.7	0.3	7
COC(=O)c1ccc(=O)n(-c2ccc(OC)cc2)c1	-1	1	-9	-10[fluorescence artefact?]	-1	-34	1.0	1.4	-6
COc1ccc(OC)c(NC(=O)c2c(NC(=O)CNCc3ccco3)sc3c2CCC3)c1	-1	-3	-13	-30[fluorescence artefact?]	6	-1	-1.0	0.2	-13
COc1ccc(OC)c(N(CC(=O)NCc2ccccn2)S(C)(=O)=O)c1	4	2	2	2	-2	1	1.0	0.6	-12
NC(=O)CSC1=Nc2ccccc2C2=NC(CCC(=O)NCc3ccc(F)cc3)C(=O)N12 (centres undefined)	-1	-2	3	13	5	-15	-1.8	0.6	-3
CCCCC(c1nnnn1CC1CCCO1)N1CCN(c2nc3ccccc3s2)CC1 (centres undefined)	-1	1	-1	4	0	-16	0.1	-1.0	-6
COc1ccc(C2C(C(C)=O)=C(O)C(=O)N2c2nccs2)cc1 (centres undefined)	0	-5	3	5	0	-5	-0.7	0.8	7
COc1ccc(CNc2nc3nc(C)c(Cl)c(=O)n3[nH]2)cc1	-2	-1	-3	0	1	-14	-0.1	1.1	3
Cc1cc(=O)n2c(n1)NC(=NCc1ccccc1)NC2c1ccccc1 (centres undefined)	0	-2	1	-3	2	-14	0.6	0.4	12
C=CCSc1nnc2nc3c(nn12)c1cc(C)ccc1n3CC=C	-1	4	17	-5[fluorescence artefact?]	5	-4	-0.9	-0.3	-7
O=C(CN1CCN(C(=O)c2ccccc2F)CC1)Nc1ccc(Br)cc1	-2	-1	13	-1[fluorescence artefact?]	2	-20	0.7	0.3	-11
COc1ccccc1CNC(=O)C1(NC(=O)Nc2ccc(C)cc2)CCCCC1	11*	4	-21	3	11	-2	0.6	0.0	-10

A draw from above in order of molar mass, smallest number first:
SMILES	Wee1 stabilizer	Ba/F3 V617F tox	NPY-Y2 PAM-ag	eIF4E 4G PPI	BaF3 parental	MDM2 E3 inh	S1P4 agonist	PERK inhibitor	S1P4 antagonist
O=C(CNC(=O)c1cccs1)N/N=C/c1ccco1	-2	0	3	1	4	13	1.8	0.1	-27
COc1ccc(C2C(C(C)=O)=C(O)C(=O)N2c2nccs2)cc1 (centres undefined)	0	-5	3	5	0	-5	-0.7	0.8	7
C=CCSc1nnc2nc3c(nn12)c1cc(C)ccc1n3CC=C	-1	4	17	-5[fluorescence artefact?]	5	-4	-0.9	-0.3	-7
Cc1cc(=O)n2c(n1)NC(=NCc1ccccc1)NC2c1ccccc1 (centres undefined)	0	-2	1	-3	2	-14	0.6	0.4	12
COc1ccc(OC)c(N(CC(=O)NCc2ccccn2)S(C)(=O)=O)c1	4	2	2	2	-2	1	1.0	0.6	-12
COc1ccc(OC)c(CN2CCN(C(=O)c3cccc4ccccc34)CC2)c1	2	-2	4	9	4	-9	-2.2	0.0	6
COc1ccccc1CNC(=O)C1(NC(=O)Nc2ccc(C)cc2)CCCCC1	11*	4	-21	3	11	-2	0.6	0.0	-10
NC(=O)CSC1=Nc2ccccc2C2=NC(CCC(=O)NCc3ccc(F)cc3)C(=O)N12 (centres undefined)	-1	-2	3	13	5	-15	-1.8	0.6	-3
COc1ccc(OC)c(NC(=O)c2c(NC(=O)CNCc3ccco3)sc3c2CCC3)c1	-1	-3	-13	-30[fluorescence artefact?]	6	-1	-1.0	0.2	-13

Screening data: PubChem, several laboratories

Compounds as they come, and some 4.1% of all compounds hit somewhere here.
